Screens (PubChem)
TRPV1 ag – activates the human vanilloid receptor TRPV1; Q8NER1; TRPV1-expressing cells, Fluo-8 calcium influx, agonist mode; activation, % at 8.33 µM; 0.19% of 320,000 active; AID 540275; in the data active means activation above about 80%; inconclusive means between about 30% and that limit; further: 0% is about no effect
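TRPV1-expressing cells were cultured overnight at 35.5C and loaded with Fluo-8 calcium dye for 40 to 90 min at room temperature. After a 10 s baseline, compound was added and calcium influx was read kinetically for 3 min (ex 480/em 520 nm).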
USP2a inh – inhibitors of human ubiquitin-specific protease USP2a | Potency, µM (highest dose often 38.3 µM), without a hit: at the top dose activity change, negative = inhibition, actives largely listed as inhibitors | 0.01% of 330,000 active | USP2 core, Ub-CHOP2 coupled fluorogenic reporter, 485/531;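 further: potency means the concentration at half of the fitted maximal effect; plate controls were DMSO wells for no effect and full inhibition by NEM control for full effect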
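Deubiquitinase activity read as fluorescence (485/531 nm) after Ub-CHOP2 cleavage activates the enterokinase reporter on its substrate; USP2 core 10nM, Ub-CHOP2 and substrate 25nM each, 30min compound preincubation then 60min RT; data normalized to NEM, curves fitted.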
TSHR antagonist – antagonists of human thyroid stimulating hormone receptor; P16473; TSHR-expressing cells, TSH-stimulated cAMP HTRF, 2 h; active compounds read low; activity change, negative = inhibition, % at 11.5 µM; 0.2% of 330,000 active;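 active means activity change below a set negative limit, meaning inhibition stronger than a set level, cut at about -70% in these data; inconclusive means activity change between two set negative limits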; further: on the % scale 0 is the no-effect control and ±100 the full control effect
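TSHR-expressing cells were treated with compounds, then stimulated with TSH at EC80 (4nM final) for 2 hours at 37 deg C. Cellular cAMP was measured by HTRF competition between lysate cAMP and cAMP-d2 for a cryptate-labelled anti-cAMP antibody.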
ELG1 repair inh – inhibitors of ELG1-dependent DNA repair in HEK293T cells | HEK293T ELG1-luciferase reporter, luminescence, 16 h; DNA damage induced by 5-fluorouridine | Potency, µM (titrated, usually from 46.1 µM), for the others: at the top dose activity change, negative = inhibition, most hits filed as inhibitors | 2.3% of 330,000 active | AID 504467; further: potency means the concentration at half of the fitted maximal effect; on the % scale 0 is the no-effect control and ±100 the full control effect; nearly all actives have a fitted effect of over 55% in size
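Overnight (16 hr) co-exposure of 2,000 cells/well to 5-fluorouridine and compound at 37 °C preceded detection. Luciferase was quantified via ONE-Glo luminescence; loss of signal denotes inhibition.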
Eya2 phos inh – Eya2 (human) phosphatase inhibition; recombinant Eya2, OMFP fluorescence dephosphorylation (OMFP is methylfluorescein phosphate); O00167; Potency, µM (doses to about 76.9 µM), without a hit: top-dose activity, negative = inhibition, usual class: inhibitors; AID 488837; 0.006% of 330,000 active; further: potency means the concentration at half of the fitted maximal effect; on the % scale 0 is the no-effect control and ±100 the full control effect
Target sequence (O00167 whole entry, looked up): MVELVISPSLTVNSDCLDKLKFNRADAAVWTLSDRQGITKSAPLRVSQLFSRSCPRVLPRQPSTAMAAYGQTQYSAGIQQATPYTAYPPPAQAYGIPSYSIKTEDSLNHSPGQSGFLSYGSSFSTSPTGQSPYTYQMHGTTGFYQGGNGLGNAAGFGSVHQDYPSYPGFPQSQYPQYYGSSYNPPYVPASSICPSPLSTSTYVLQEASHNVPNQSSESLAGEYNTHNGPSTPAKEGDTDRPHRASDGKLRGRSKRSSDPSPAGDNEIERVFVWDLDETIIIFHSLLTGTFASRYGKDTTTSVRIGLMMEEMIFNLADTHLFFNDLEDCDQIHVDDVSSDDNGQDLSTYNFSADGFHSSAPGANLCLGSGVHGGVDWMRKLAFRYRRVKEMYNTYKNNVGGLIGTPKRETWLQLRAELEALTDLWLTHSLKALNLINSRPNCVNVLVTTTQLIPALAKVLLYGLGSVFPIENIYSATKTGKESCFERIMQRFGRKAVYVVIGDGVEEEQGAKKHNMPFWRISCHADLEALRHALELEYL
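Eya2 (0.2 uM) preincubated 10 min at ambient with compound, then OMFP substrate added at 50 uM; 10 min reaction in 50 mM HEPES pH 7.5, 50 mM NaCl, 5 uM MgCl2, 0.05% BSA, 1 mM DTT. Fluorescence read at Ex 485/Em 525 nm.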
KCNH2 3.1 inh – KCNH2 3.1 (human) potassium channel inhibition. U2OS KCNH2 3.1, thallium flux FluxOr; active compounds read low. activity change, % (tested at about 1.8 µM). 0.95% of 340,000 active;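 active means maximum activity change below -70%; inconclusive means maximum activity change from -70% to -50%; inactive means maximum activity change above -50%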;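 further: thallium influx rate constant from kinetic fluorescence after stimulation buffer; on the % scale 0 is the no-effect control and ±100 the full control effect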
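Thallium flux read-out: FluxOr dye with Red40 quencher in HBSS/HEPES, 45 min at RT. Rate constants from kinetic reads were normalized to positive and negative DMSO controls. Cells: U2OS virally expressing the 3.1 isoform.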
A-T KAP1 phos – potential ataxia-telangiectasia treatment. […] A-T fibroblasts, KAP-1 phosphorylation AlphaLISA; neocarzinostatin DNA damage 30 min before lysis. Potency, µM (doses to about 57.5 µM), without a hit: at the highest dose activation, usual class: activators. 0.19% of 320,000 active. AID 485349; further: potency means the concentration at half of the fitted maximal effect; % of control where 0% means no effect; nearly all actives have a fitted effect of over 45% in size
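hTERT-immortalized A-T patient fibroblasts ([…]), 500 cells/well in OPTI-MEM, 1% FBS, got compounds for 60 min, then NCS for 30 min at 37C. Lysates were then assayed for phospho-KAP-1 by AlphaLISA (anti-pKAP1 donor, anti-KAP1 acceptor beads), 6 hr at 25C.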
Mito fusion yeast – mitochondrial division inhibition or fusion activation | AID 485298 | 0.23% of 320,000 active | Potency, µM (top dose mostly 46.1 µM), for inactives: at the top dose growth rescue (activation), usual class: activators | S. cerevisiae fusion-defective mutant growth rescue, CellTiterGlo 48 h;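 further: potency means the concentration at half of the fitted maximal effect; % of control where 0% means no effect; nearly all actives have a fitted effect of over 45% in size; temperature-sensitive fusion mutants such as fzo1-1 at 37 °C on non-fermentable ethanol glycerol medium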
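Read-out: ATP-based luminescence (CellTiterGlo, 10 min ambient) reporting growth of fusion-defective ts yeast after 48 hours at 37C on glycerol/ethanol YPEG medium in the presence of compound.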
KCNH2 WT inh – blocks the wildtype human KCNH2 potassium channel | AID 720551 | 0.37% of 340,000 active | Q12809 | activity change, % at 1.84 µM | U2OS, BacMam KCNH2, thallium flux FluxOr; active compounds read low;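 active means maximum activity change below -70%; inconclusive means maximum activity change between -70% and -50%; inactive means maximum activity change above -50%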; further: on the % scale 0 is the no-effect control and ±100 the full control effect
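U2OS cells transduced with wild-type KCNH2 virus are loaded with FluxOr dye for 45 min, and thallium flux is measured in kinetic reads before and after stimulation buffer. Rate constants are normalized to DMSO controls.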
TCR activator – activates T cell receptor signaling; AID 504894; 330,000 tested, under 10 active; Potency, µM (highest dose often 9.22 µM), inactives show top-dose activation of IL-2 secretion, most hits filed as activators; primary human leukocytes, anti-CD3, IL-2 HTRF, 48 h; further: % of control where 0% means no effect
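TCR engagement came from a-CD3 beads alone, with compounds added to primary human leukocytes for 48 hr. Secreted IL-2 bridged europium cryptate- and d2-labelled anti-IL-2 antibodies, giving FRET emission at 665nm after 320nm excitation.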
An asterisk follows results filed as active; ? = inconclusive; . = not tested or not shown; [ ] = another dose, or the depositor's remark. Unless noted, the call rests on the fitted dose curve; in most records, active means well fitted curve in the direction sought with a large enough effect; inconclusive means small, poorly fitted or top-dose-only effect, or another doubt; inactive means no such curve, though single readings can be large; an effect the other way counts as inactive or inconclusive. Only part of the results is shown (hit frequency here may not be typical).

SMILES	TRPV1 ag	USP2a inh	TSHR antagonist	ELG1 repair inh	Eya2 phos inh	KCNH2 3.1 inh	A-T KAP1 phos	Mito fusion yeast	KCNH2 WT inh	TCR activator
Cc1ccsc1C(=O)OC(C)C(=O)NC1CCCCC1C (centres undefined)	8	-5%	3	3%	-1%	10	10%	-2%	-2	-1%
Cc1ccccc1-n1c(SCC(=O)Nc2c(C)cccc2C)nc(O)cc1=O	3	3%	-9	-3%	3%	-19	-6%	11%	6	-40%
CCc1ccc(CN(C)CC(=O)Nc2ccc(S(=O)(=O)N3CCOCC3)cc2)cc1	16	8%	7	?	-2%	2	6%	4%	4	5%
CC(O)CNCCCOc1ccccc1OCc1ccccc1 (centres undefined)	2	-1%	-3	-1%	-18%	-10	1%	-7%	8	-3%
Cc1cccc(C)c1N1CCc2cn[nH]c21	-3	-1%	15	-1%	?	-41	-13%	-5%	0	-4%
CCc1ccc(C2C(C#N)=C(N)SC(N)=C2C#N)cc1	-3	-2%	-5	-6%	14%	-12	-6%	10%	-1	-10%
O=C(CCNS(=O)(=O)c1c(Cl)cccc1Cl)OCC(=O)c1ccccc1	10	1%	4	-1%	0%	3	-1%	-1%	2	1%[46.1 µM]
O=C(NCc1ccccn1)c1cccc(S(=O)(=O)Nc2ccc(F)cc2)c1	-3	0%	6	-16%	-1%	3	5%	2%	5	-3%
Cc1cccc(-n2cc(-c3ccccc3)[nH]c2=S)c1	3	3%	-5	20%	-7%	3	-4%	-38%[inhibitor]	-5	7%
CCN(CC)CCNC(=O)CNC(=O)c1nn(-c2ccc(OC)cc2OC)c(=O)c2ccccc12	4	-3%	3	29%	-9%	4	4%	-3%	20	-2%
CCN(CC)c1ccc(/C=N/NS(=O)(=O)c2ccc(C)c([N+](=O)[O-])c2)cc1	11	1%	-4	-1%	5%	-11	4%	-8%	-1	1%[46.1 µM]
COC(=O)c1ccc(CSc2nc3ccccc3c(=O)n2C)o1	1	0%	-11	3%	14%	0	14%	-3%	-6	-3%
O=C(O)c1cc2cc(Cl)cc(Cl)c2oc1=O	-3	-7%	11	?	3%	0	.	9%	-3	-25%
CCOc1cc(/C=N/Nc2nc(Nc3ccccc3)nc(N3CCCCC3)n2)ccc1OCC(=O)O	4	3%	-11	12%	3%	.	4%	1%	-19	3%
COCCNC(=O)c1ccc2c(c1)ncn2-c1ccc(C)c(Cl)c1	4	-1%	-6	-22%	1%	6	-8%	12%	?	1%
CCN(CC)CCn1c2c(c(SCC(=O)NCc3ccccc3)nc1=O)CCCC2	-3	1%	1	-1%	-4%	-3	2%	2%	13	1%
C=CCn1c(SCC(=O)Nc2ccccc2OC)nnc1-c1ccco1	-16	1%	3	6%	16%	.	-6%	2%	.	.
CC1CCc2c(C(=O)Nc3nccs3)csc2C1 (centres undefined)	21	-1%	7	?	5%	3	2%	-2%	-1	-4%
Cc1cc(Br)ccc1-n1[nH]c(C)c(C=Nc2cccc3nsnc23)c1=O	-2	2%	-2	15%	12%	25	1%	-13%	1	-9%
CNc1ccc([N+](=O)[O-])cc1	2	1%	26	10%	1%	22	5%	-8%	17	-26%
CCOC(=O)C1=C(C)NC(C)=C(C(=O)OCC)C1C(=O)O	-2	0%	6	1%	-3%	0	-9%	-1%	-1	1%
N#CC1(NC(=O)COC(=O)C2=COCCO2)CCCCC1	1	-1%	33	14%	-1%	0	2%	4%	-5	-6%
CCOC(=O)C1(Cc2cccc(Cl)c2)CCCN(C(=O)CCNC(C)=O)C1 (centres undefined)	11	0%	-1	7%	9%	16	-6%	2%	-10	3%
COc1ccc(C(=O)Nc2oc(-c3ccccc3)c(-c3ccccc3)c2C#N)cc1OC	4	3%	-1	?	11%	-13	-3%	-11%	1	8%
O=C(Nc1ccccc1)c1cccc2c(Br)cccc12	28	1%	12	14%	-18%	4	4%	-1%	3	-2%
CCOC(=O)c1c(NC(=O)Cn2cnc3sc(C)c(-c4ccccc4)c3c2=O)sc(C)c1C	2	-1%	6	-15%	-1%	-10	3%	-5%	-12	5%
CCC(=O)Nc1ccc(NC(=O)c2ccc3ccccc3c2)cc1	-4	3%	-6	16%	-13%	9	-5%	0%	-12	-5%
COCCNC(=O)c1cc2c3ccccc3n(C)c2s1	?	2%	-12	?	0%	10	1%	-3%	-10	-1%
CCOC(=O)c1ccc(NC(=O)C2(c3ccc(Cl)cc3)CCCC2)cc1	.	2%	-3	-11%	7%	-8	1%	-6%	4	-5%
O=C(CCNC(=O)c1ccco1)Nc1ccc(OC(F)(F)F)cc1	3	2%	-2	17%	-10%	-12	4%	8%	11	3%
Cc1ccccc1-n1c(SCC(=O)N(C)C2CCS(=O)(=O)C2)nc2ccccc2c1=O (centres undefined)	2	-2%	3	23%	-4%	-25	2%	4%	9	0%
CCCCCC(=O)NNC1=NCC(Cc2cccc(Cl)c2)S1 (centres undefined)	2	0%	0	-15%	-10%	-2	2%	-23%	-3	.
CC(=O)C(C(C)=O)c1cc(NS(=O)(=O)c2ccccc2)ccc1NS(=O)(=O)c1ccccc1	1	-2%	-1	2%	-1%	-17	1%	6%	2	-1%
O=C(Nc1cc(S(=O)(=O)N2CCOCC2)ccc1N1CCCC1)c1cnccn1	1	1%	18	17%	2%	-16	1%	-3%	-21	-10%[46.1 µM]
Cc1ccc(CNC(=O)CCS(=O)(=O)c2ccc(Cl)cc2)cc1	16	4%	4	-8%	-16%	2	-6%	3%	-4	3%[46.1 µM]
CN(CC(=O)N1CCN(Cc2ccccc2)CC1)S(=O)(=O)c1ccc(F)cc1	20	3%	-3	1%	-14%	-11	3%	-1%	2	-1%
CNC(=O)c1ccc(CNC(=O)OCC(F)(F)F)cc1	-8	6%	0	?	7%	0	2%	3%	-19	4%
CC(=O)N1CCc2cc(NS(=O)(=O)c3cccs3)ccc21	-1	0%	-5	17%	-1%	25	-1%	-1%	-4	-2%
CSc1nc2ccc(NS(=O)(=O)c3ccccc3F)cc2s1	9	-4%	12	27%	-8%	-9	5%	11%	-7	15%[46.1 µM]
Cc1ccc(C)c(C(=O)CSc2nc(C)cc(=O)[nH]2)c1	-1	1%	0	6%	12%	12	0%	-4%	-9	2%
CCC(C)[C@H](NC(=O)NCc1ccccn1)C(=O)OC (some centres undefined)	13	1%	8	8%	-24%	7	2%	0%	4	-2%
CC(C)CN(C(=O)COC(=O)CNC(=O)c1ccccc1F)C1CCS(=O)(=O)C1 (centres undefined)	-1	1%	4	7%	1%	20	0%	3%	-5	-6%
CC1CN(S(=O)(=O)c2ccc(C(=O)N3c4ccccc4CC3C)cc2)CC(C)O1 (centres undefined)	1	1%	26	21%	11%	15	0%	-4%	2	8%
C=CCNC(=O)CCC(=O)NNc1nc2ccccc2c2nc(-c3ccccc3)nn12	0	0%	-2	-15%	-11%	8	2%	2%	-14	-5%
COC(=O)c1c(C(=O)OC)c2cccc3cc(-c4ccccc4)c4ccc1c4n32	4	0%	0	?	-6%	-5	0%	1%	-4	1%
O=C(Nc1ccccc1Cc1ccccc1)c1ccc2c(c1)SC1=NS(=O)(=O)CCN12	-1	-2%	-1	17%	3%	6	-3%	0%	-14	-6%[46.1 µM]
Cc1csc(NC(=O)CCSCCc2ccccn2)n1	0	0%	8	-8%	1%	12	0%	0%	0	8%
O=C(NCc1ccccc1)c1cnc(Cl)c(Cl)c1	?	1%	-7	12%	-7%	8	-11%	10%	-3	5%
N#Cc1ccc(NCCc2ccccn2)c([N+](=O)[O-])c1	5	-2%	2	5%	-5%	-11	0%	-3%	3	4%
CCc1cc2cc3c(cc2nc1SCC(=O)Nc1cc(OC)c(OC)cc1C(=O)O)OCO3	-3	4%	-11	1%	5%	.	2%	4%	.	.
CC1(C)Oc2ccc(NC(=O)c3ccco3)cc2O1	?	-2%	-23	?	1%	2	4%	0%	-4	3%
CN(C)c1cc[n+](CC(=O)Nc2cc(C(F)(F)F)ccc2Cl)cc1	-5	1%	10	-8%	6%	27	6%	-6%	-7	1%
CCOC(=O)c1ccc(OCc2c(C)noc2C)cc1	15	0%	-4	?	-21%	19	-2%	-4%	-6	2%

An excerpt from above with just ELG1 repair inh, KCNH2 WT inh and KCNH2 3.1 inh.
SMILES,ELG1 repair inh,KCNH2 WT inh,KCNH2 3.1 inh
CCOC(=O)c1ccc(NC(=O)C2(c3ccc(Cl)cc3)CCCC2)cc1,-11%,4,-8
O=C(NCc1ccccn1)c1cccc(S(=O)(=O)Nc2ccc(F)cc2)c1,-16%,5,3
